Screening results from PubChem BioAssay.
PDI turbidity = inhibitors of human PDI, primary screen, biochemical, turbidity, single point, plate reader. PDI insulin aggregation turbidity, A650, 90 min. 350,000 tested, 0.052% active. inhibition, % at 10 µM. Protein disulfide-isomerase (Homo sapiens), P07237. AID 588391, 2011;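 active means mean inhibition across replicates of 30% or more, whatever share of single replicates reach that level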;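 further: absorbance from insulin aggregation driven by PDI reduction with DTT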
Target sequence (P07237 whole entry, looked up): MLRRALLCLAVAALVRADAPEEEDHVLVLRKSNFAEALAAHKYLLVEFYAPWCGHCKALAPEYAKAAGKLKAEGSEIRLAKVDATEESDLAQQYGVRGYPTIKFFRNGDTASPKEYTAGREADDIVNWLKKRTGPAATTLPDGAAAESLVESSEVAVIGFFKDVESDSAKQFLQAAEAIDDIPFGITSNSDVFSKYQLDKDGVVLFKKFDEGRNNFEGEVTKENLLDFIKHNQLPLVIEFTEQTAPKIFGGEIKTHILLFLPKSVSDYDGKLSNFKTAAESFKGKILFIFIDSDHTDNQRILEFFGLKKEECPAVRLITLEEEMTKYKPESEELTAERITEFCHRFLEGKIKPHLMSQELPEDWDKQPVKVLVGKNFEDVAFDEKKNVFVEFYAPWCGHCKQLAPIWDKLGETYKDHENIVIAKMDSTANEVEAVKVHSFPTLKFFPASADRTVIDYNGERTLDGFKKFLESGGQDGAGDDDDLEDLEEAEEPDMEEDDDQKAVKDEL
CaV13 ICDI inh = Primary screen for inhibitors of IQ motif and Ca2+-dependent inactivation inhibitor domain binding in CACNA1D, Förster resonance energy transfer in living cells, …; 340,000 tested, 0.098% active; HEK cells, CFP/YFP FRET ICDI-IQ, plate reader, 10 min; percent FRET-ratio fall versus neutral wells; AID 743397; inhibition, % at 12.3 µM;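 active means mean replicate inhibition of at least 30% and at least 1% of replicates passing that level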;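 further: 0% = median of the neutral control wells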
Glyco luc inh = increase of ERlucT glycosylation luciferase signal, primary screen, N-linked glycosylation inhibitor project, D54 ERlucT cells, luminescence, set 2 | D54 ERlucT glycosylation luciferase reporter, 24 h; percent of 100 nM tunicamycin response | reporter increase, % at 12.5 µM | 360,000 tested, 0.23% active | AID 588692, 2011;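 active means mean luciferase reporter signal, scaled so untreated is 0 and the glycosylation-blocking control 100, at or above a set limit in every replicate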;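 further: luciferase carries N-glycosylation sites so blocking glycosylation raises the light; 0% = median of neutral control wells and 100% = median of 100 nM tunicamycin wells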
m5-HT2A agonist = mouse Htr2a agonists via beta-arrestin recruitment, primary screen, cell-based, luminescence | 5-hydroxytryptamine receptor 2A (Mus musculus), P35363 | CHO-K1 mHTR2A beta-arrestin complementation; percent of 30 µM serotonin response | activation, % at 7.6 µM | 360,000 tested, 0.66% active;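 active means activation above a run cutoff, the mean activation of all tested compounds plus 3 SD, cut at about 14% in these data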;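 further: 0% = plate median of compound wells and 100% = 30 µM serotonin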
ABCB6 inh MLPCN = ABCB6 transporter inhibitors, primary screen, K562-ABCB6 cells, flow cytometry, MLPCN library | fluorescence ratio to DMSO, % at 10 µM | AID 602162, 2011 | K562-ABCB6 porphyrin accumulation, 1 h; hits give low values | ATP-binding cassette sub-family B member 6 (Homo sapiens), Q9NP58 | 360,000 tested, 0.19% active;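 active means fluorescence ratio to DMSO below 75%, the collection mean minus 3 SD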;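 further: signal is porphyrin accumulated inside mitochondria; 100% equals median channel fluorescence of DMSO control wells; lower ratio means ABCB6 inhibition with less porphyrin fluorescence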
Granule exo inh = LAMP-1 surface exposure blockers, TALL-104 cells – cell-based, flow cytometry, MLPCN library, primary screen; AID 651702, 2012; inhibition, % at 10 µM; TALL-104 LAMP-1 surface exposure; cells stimulated with thapsigargin and PMA; 360,000 tested, 0.66% active;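 active means inhibition above about 55%, limit read from the data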
MC4R antagonist = MC4R antagonists of cAMP signaling, primary screen, cell-based, TR-FRET, antagonist arm of biased-ligand search; Melanocortin receptor 4 (Homo sapiens), P32245; MC4R-expressing cells, MTII-stimulated cAMP, LANCE TR-FRET; inhibition, % at 6.5 µM; 360,000 tested, 0.48% active; AID 540295, 2011;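 active means inhibition above its plate's cutoff, the mean of tested wells on that plate plus 3 SD, cut at about 29% in these data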;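 further: 0% = Melanotan II alone and 100% = Melanotan II plus saturating MCL0020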
Target sequence (P32245 whole entry, looked up): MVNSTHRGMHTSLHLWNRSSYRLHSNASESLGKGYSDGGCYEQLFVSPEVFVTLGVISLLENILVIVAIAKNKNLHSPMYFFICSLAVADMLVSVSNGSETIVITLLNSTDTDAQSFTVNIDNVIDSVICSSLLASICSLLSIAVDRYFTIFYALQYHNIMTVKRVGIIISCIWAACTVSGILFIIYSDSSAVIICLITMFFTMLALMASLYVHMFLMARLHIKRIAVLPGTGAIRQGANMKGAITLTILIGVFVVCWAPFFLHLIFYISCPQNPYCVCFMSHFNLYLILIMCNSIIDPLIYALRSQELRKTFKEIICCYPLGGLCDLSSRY
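Assay system: U2OS cells stably expressing human melanocortin 4 receptor (MC4R) / Dosing: 6.5 µM / Timing: compound 30 min, challenge 1 h, detection 1 h / Measured by: Eu-cAMP/anti-cAMP TR-FRET, emission 671 nm / Replicates: singlicate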
ABHD5-PLIN5 inh = ABHD5-PLIN5 interaction inhibitors, primary screen, cell lysate, split luciferase complementation, luminescence | Split G. princeps luciferase complementation, 4 h | inhibition, % at 4 µM | 360,000 tested, 0.78% active | AID 602281, 2012;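 active means inhibition above the mean inhibition across every tested compound plus 3 SD, cut at about 22% in these data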;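 further: 0% = DMSO only wells and the 100% control is not disclosed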
Cardio protect = cardioprotection against H2O2-induced cell death, primary screen, uHTS, H9c2 cells, ATPLite luminescence. H9c2 cardiomyocytes, H2O2 injury protection, 2 h. protection from H2O2 cell death, % at 20 µM. 360,000 tested, 0.63% active;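 active means compounds giving at least 50% protection of heart cells from peroxide-induced death in the single-dose screen, raw or plate-pattern-corrected value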;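 further: 0% = DMSO wells with peroxide and 100% = DMSO wells without peroxide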
MC4R ag barr = MC4R agonists recruiting beta-arrestin, primary screen, cell-based, luminescence, agonist arm of biased-ligand search; Melanocortin receptor 4 (Homo sapiens), P32245; U2OS MC4R beta-arrestin complementation; percent of melanotan II response, DMSO zero; activation, % at 8.9 µM; 360,000 tested, 0.98% active; AID 540308, 2011;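 active means activation above a per-plate cutoff, the mean activation of sample wells on that plate plus 3 SD, cut at about 8% in these data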
The depositor's hits bear a star; . = not tested or not shown.

Field names – A = PDI turbidity; B = CaV13 ICDI inh; C = Glyco luc inh; D = m5-HT2A agonist; E = ABCB6 inh MLPCN; F = Granule exo inh; G = MC4R antagonist; H = ABHD5-PLIN5 inh; I = Cardio protect; J = MC4R ag barr
1. CC(C)C(OC(=O)c1cccc(S(=O)(=O)NCC(F)(F)F)c1)C(=O)NC(N)=O (centres undefined)
  A: -4	B: -1	C: 0	D: -3	E: 92	F: 5	G: 19	H: -4	I: 0	J: 3.4

2. COc1cc(-c2noc(C)c2C(=O)NCCCN2CCCC2=O)cc(OC)c1OC
  A: 1	B: -10	C: -1	D: 4	E: 100	F: 45	G: -4	H: -2	I: -2	J: 1.2

3. O=C(NCc1ccccn1)c1ccc(NS(=O)(=O)c2ccccc2)cc1
  A: 10	B: -6	C: 0	D: -7	E: 99	F: -3	G: 0	H: -3	I: 7	J: -1.2

4. COc1ccc(NC(=O)c2cc3c(=O)n(C)c4ccccc4c3n2C)cc1Cl
  A: 0	B: -15	C: 3	D: -3	E: 96	F: 15	G: 4	H: 0	I: 8	J: 0.1

5. CC(Cc1ccccc1)NC(=O)c1cc([N+](=O)[O-])ccc1Cl (centres undefined)
  A: -21	B: -5	C: 1	D: 5	E: 95	F: 7	G: 5	H: -1	I: 8	J: -0.7

6. Oc1ccc(C2CNCc3sccc32)cc1O (centres undefined)
  A: -3	B: -6	C: 0	D: 48*	E: 98	F: -4	G: -17	H: -6	I: 54*	J: -1.6

7. COC(=O)CNC(=O)c1ccc(C)s1
  A: 9	B: -2	C: 1	D: 0	E: 105	F: 3	G: 4	H: -3	I: 13	J: -2.7

8. COc1ccc(C(C(=O)NCC2CCCO2)N(C(=O)CNC(=O)c2cccs2)c2ccccc2C)cc1OC (centres undefined)
  A: 1	B: -5	C: 1	D: -2	E: 98	F: 1	G: 2	H: -2	I: 2	J: 0.9

9. COc1ccc(N(CC(=O)N/N=C/c2ccco2)S(=O)(=O)c2ccccc2)cc1
  A: -6	B: .	C: 0	D: -5	E: 100	F: 2	G: 18	H: -4	I: 13	J: 0.4

10. O=c1[nH]ncc(N/N=C\c2ccncc2)c1Cl
  A: -5	B: 4	C: 7	D: 3	E: 103	F: 2	G: -10	H: -1	I: 30	J: -1.1

11. CCOC(=O)C1(C)CCCCN1C(=O)c1ccc(N(C)C)cc1 (centres undefined)
  A: -6	B: -10	C: 2	D: 5	E: 98	F: -1	G: 7	H: 4	I: -6	J: -0.5

12. c1ccc(-c2ccc(SCc3cccnc3)nn2)nc1
  A: 1	B: -13	C: 0	D: 3	E: 102	F: -2	G: 2	H: 6	I: 3	J: 0.3

13. CN1CCC(C2(O)c3ccccc3CSc3sccc32)CC1 (centres undefined)
  A: 3	B: -3	C: -1	D: -2	E: 97	F: -2	G: 0	H: 1	I: 14	J: -1.1

14. O=C(CSc1nnc2ccc(-c3ccccn3)nn12)Nc1cccc(F)c1
  A: -5	B: -10	C: 3	D: -8	E: 167	F: -17	G: 8	H: 13	I: -1	J: -1.0

15. C=CCNC(=O)c1ccccc1NC(=O)Cc1ccccc1[N+](=O)[O-]
  A: -2	B: -3	C: 2	D: 0	E: 97	F: -1	G: 5	H: 2	I: -3	J: -2.6

16. Cc1cc(C(=O)OCC(=O)Nc2ccccc2[N+](=O)[O-])c2ccccc2n1
  A: 5	B: -5	C: 2	D: -2	E: 96	F: 5	G: 2	H: -3	I: -4	J: 1.9

17. S=C1NNC2(CC3CC2C2CCCC32)NN1 (centres undefined)
  A: -14	B: -6	C: -1	D: 7	E: 100	F: -1	G: -6	H: -6	I: 6	J: 0.1

18. O=C(Nc1ccccc1N1CCN(C(=O)c2ccc(Cl)cc2)CC1)c1cccnc1
  A: 2	B: -5	C: -1	D: 10	E: 100	F: -4	G: 5	H: -4	I: 4	J: 0.1

19. Cc1ccc(NC(=O)Cc2nc(CCl)cs2)cc1
  A: -6	B: -3	C: 1	D: -1	E: 108	F: 4	G: 8	H: 2	I: 3	J: 2.1

20. CCCN1C(=O)/C(=C\C=C2/Sc3ccccc3N2CCO)SC1=S
  A: -12	B: -3	C: 2	D: -2	E: 359	F: 1	G: 3	H: -12	I: -6	J: -2.8

21. COC(=O)c1sccc1NC(=O)c1ccc(C)o1
  A: -1	B: -5	C: 1	D: 2	E: 102	F: -4	G: 14	H: -5	I: 6	J: -1.3

22. N#C/C(=C\c1cccc([N+](=O)[O-])c1)C(=O)NCc1ccc(Cl)cc1
  A: -3	B: -3	C: 7	D: -2	E: 99	F: 20	G: 26	H: 7	I: -27	J: -1.1

23. Cn1c(Cc2nc(-c3cnccn3)no2)nnc1SCC(=O)Nc1ccccc1
  A: -2	B: -4	C: 1	D: 3	E: 97	F: 4	G: 3	H: -7	I: 4	J: -0.7

24. OCCN(Cc1ccccc1)Cc1ccc(Cl)cc1Cl
  A: 2	B: -4	C: -3	D: -7	E: 100	F: 6	G: 10	H: -11	I: -9	J: 4.6

25. O=C(Cc1ccc(O)cc1)N/N=C/c1cccs1
  A: 5	B: -6	C: .	D: -3	E: 99	F: -4	G: -4	H: 0	I: 0	J: -0.6

Brought forward from above: 3 compounds, then new ones.
Field names – A = PDI turbidity; B = CaV13 ICDI inh; C = Glyco luc inh; D = m5-HT2A agonist; E = ABCB6 inh MLPCN; F = Granule exo inh; G = MC4R antagonist; H = ABHD5-PLIN5 inh; I = Cardio protect; J = MC4R ag barr
23. Cn1c(Cc2nc(-c3cnccn3)no2)nnc1SCC(=O)Nc1ccccc1
  A: -2	B: -4	C: 1	D: 3	E: 97	F: 4	G: 3	H: -7	I: 4	J: -0.7

24. OCCN(Cc1ccccc1)Cc1ccc(Cl)cc1Cl
  A: 2	B: -4	C: -3	D: -7	E: 100	F: 6	G: 10	H: -11	I: -9	J: 4.6

25. O=C(Cc1ccc(O)cc1)N/N=C/c1cccs1
  A: 5	B: -6	C: .	D: -3	E: 99	F: -4	G: -4	H: 0	I: 0	J: -0.6

26. COCC1CCCCN1Cc1cn(-c2ccccc2)nc1-c1ccc2c(c1)OCO2 (centres undefined)
  A: 3	B: 3	C: -2	D: -2	E: 98	F: -3	G: -3	H: 7	I: -1	J: -0.8

27. CC(NC(=O)CCSCc1ccccc1F)c1ccccc1 (centres undefined)
  A: 6	B: -6	C: 1	D: -6	E: 97	F: 6	G: 12	H: -1	I: 0	J: -2.4

28. CCn1c(CCCc2ccc(OC)c(C)c2)n[nH]c1=S
  A: 4	B: -2	C: -1	D: 2	E: 94	F: -5	G: 12	H: -5	I: -1	J: -1.3

29. COc1ccc(OC)c(C(=O)c2ccc(C(=O)Nc3ccccc3)cc2)c1
  A: 1	B: -17	C: -6	D: -7	E: 101	F: -4	G: -2	H: 0	I: -3	J: -1.1

30. CC(C(=O)Nc1ccc(Cl)cc1Cl)N1C(=O)NC2(CCCC2)C1=O (centres undefined)
  A: -55	B: -3	C: 0	D: -6	E: 98	F: 2	G: 3	H: -4	I: 11	J: -0.7

31. O=C(CN1C(=O)NC2(CCOc3ccccc32)C1=O)c1ccc(Br)cc1 (centres undefined)
  A: 2	B: .	C: 1	D: -1	E: 101	F: 3	G: -3	H: 0	I: 3	J: 1.1

32. NCC(c1ccccc1)(c1ccccc1)c1ccccc1
  A: 3	B: -3	C: 0	D: -5	E: 106	F: 0	G: 8	H: 2	I: 6	J: 5.7

33. O=C(Cc1c(C(=O)O)[nH]c2ccccc12)Nc1ccc2c(c1)OCO2
  A: -3	B: -6	C: 1	D: 2	E: 99	F: 1	G: 3	H: -2	I: 5	J: -1.8

34. CC(C)(C)OC(=O)N1CCCC1C(=O)N1CCCC1C(=O)N1CCCC1C(=O)O (centres undefined)
  A: 4	B: .	C: 1	D: 0	E: 96	F: -3	G: 11	H: -2	I: 1	J: 0.0

35. CCCCN(CC(O)COc1cccc(C)c1)CC(O)COc1cccc(C)c1 (centres undefined)
  A: -4	B: -4	C: -3	D: -15	E: 97	F: 83*	G: 16	H: 1	I: -6	J: 6.1

36. Cc1ccc(C(=O)NNC(=O)c2ccncc2)cc1[N+](=O)[O-]
  A: 0	B: -2	C: 1	D: -2	E: 99	F: 0	G: 3	H: -2	I: 7	J: -1.4

37. COc1cccc(/C=C2/NC(=O)N(CC(=O)Nc3ccc(C)cc3)C2=O)c1OCc1cccc(C(=O)O)c1
  A: -8	B: -4	C: 3	D: 0	E: 93	F: -5	G: -4	H: -2	I: 1	J: 0.2

38. CC12CCC(=O)N1C(C(=O)Nc1cccc(F)c1)CS2 (centres undefined)
  A: 26	B: -6	C: 0	D: 2	E: 103	F: -1	G: 2	H: -1	I: 8	J: 2.5

39. O=C(CNC(=S)NC(=O)c1ccco1)c1ccccc1
  A: -12	B: -2	C: 0	D: 1	E: 92	F: 1	G: 8	H: -8	I: 7	J: 0.2

40. Cc1cn([C@H]2C[C@H](O)[C@@H](CCC(=O)NCCN3CCCCC3)O2)c(=O)[nH]c1=O
  A: -4	B: -4	C: 2	D: 0	E: 106	F: -1	G: 4	H: -6	I: 3	J: -2.1

41. CCn1c(C)csc1=NC(=O)c1ccccc1O
  A: -9	B: -7	C: 0	D: 1	E: 102	F: -1	G: 2	H: 0	I: -9	J: 0.3

42. CN(C)CCCN(C(=O)c1ccco1)c1nc2c(F)cccc2s1
  A: 9	B: -6	C: 7	D: -6	E: 100	F: 0	G: -1	H: 5	I: 20	J: 2.6

43. CC(Nc1cccc2ccccc12)C(=O)N/N=C/c1ccc([N+](=O)[O-])cc1 (centres undefined)
  A: -4	B: -5	C: -1	D: 2	E: 98	F: -4	G: 10	H: -3	I: -6	J: -1.3

44. COc1ccc(-c2nnn(CC(=O)N(Cc3cccs3)C(C)C(=O)NC3CCCC3)n2)cc1OC (centres undefined)
  A: 7	B: -4	C: 3	D: 0	E: 97	F: -1	G: -3	H: -5	I: 7	J: -1.2
